# GPR55 activation – GPR55 agonists via beta-arrestin recruitment, primary screen, imaging, U2OS cells, beta-arrestin-GFP redistribution (AID 1961) | G-protein coupled receptor 55 (Homo sapiens) | U2OS GPR55 beta-arrestin-GFP redistribution imaging; higher % means a stronger effect | activation, % at 10 µM, or EC50 in µM where a hit was titrated | 0.048% of 290,000 active;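 active means activation above 40% with more than 50 cells counted in the well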;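 further: U2OS osteosarcoma cells stably expressing GPR55 and beta-arrestin-GFP; plate controls were DMSO negative control for no effect and LPI positive control for full effect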
# LYP phosphatase – inhibitors of LYP phosphatase, biochemical, fluorescence intensity, uHTS (AID 1779) | inhibition, % at 11.5 µM; hits with a dose series show IC50 in µM | 0.054% of 290,000 active | Tyrosine-protein phosphatase non-receptor type 22 (Homo sapiens) | recombinant LYP phosphatase, fluorescence intensity; higher % means a stronger effect; in the data active means inhibition above about 50%;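 further: plate controls were vehicle with enzyme for no effect and no enzyme for full effect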
# Hep lipid drop – inhibitors of hepatocyte lipid droplet formation, primary screen, imaging, high-throughput imaging, BODIPY stain. AML12 mouse hepatocytes, oleate lipid droplets. inhibition, % at 6.5 µM. 0.4% of 240,000 active. AID 1656, 2009;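 active means lipid droplet intensity inhibited by at least 50%, with more than 500 cells counted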
#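 Material – mouse AML12 hepatocyte cell line, fixed after treatment · Compound dosing – one dose, 6.5 µM compound · Times – compound with oleate, overnight · Measured by – Image-based BODIPY and DAPI two-channel analysis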
# T cell HTS – modulators of CD8 T cell-vesicle binding, primary screen, mouse 2C CD8+ T cells, flow cytometry. calls only at 7 µM. 2C CD8+ T cell-vesicle binding; active compounds read low. AID 2052, 2009. 0.068% of 330,000 active;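 active means response, share of CD8 T cells binding vesicles, and their 90th percentile fluorescence all below set limits, cut at about 80% in these data, passing the limit was not always enough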
#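 Assay system: 2C TCR transgenic mouse naive CD8+ T cells, MACS-purified | Read-out: CD8+ gate FL2 mean fluorescence as % of same-row positive control | Signal: High-throughput flow cytometry with anti-B7-1 and anti-CD8 staining | Timing: Binding step 1.5 h, 37 °C, antibody labelling 20 min, ice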
# NTR1 agonist – agonists of NTR1, primary screen, imaging, U2OS cells, beta-arrestin-GFP, high content (AID 493036); Neurotensin receptor type 1 (Homo sapiens), P30989; NTR1-U2OS beta-arrestin-GFP spot imaging, agonist mode; 0.17% of 330,000 active; activation, % at 20 µM;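 active means activation at or above 40% of the spot to cytoplasm intensity ratio, with at least 20 cells analyzed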;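 further: 0% = DMSO without peptide and 100% = 100 nM NTR1 peptide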
# Target sequence (P30989 whole entry, looked up): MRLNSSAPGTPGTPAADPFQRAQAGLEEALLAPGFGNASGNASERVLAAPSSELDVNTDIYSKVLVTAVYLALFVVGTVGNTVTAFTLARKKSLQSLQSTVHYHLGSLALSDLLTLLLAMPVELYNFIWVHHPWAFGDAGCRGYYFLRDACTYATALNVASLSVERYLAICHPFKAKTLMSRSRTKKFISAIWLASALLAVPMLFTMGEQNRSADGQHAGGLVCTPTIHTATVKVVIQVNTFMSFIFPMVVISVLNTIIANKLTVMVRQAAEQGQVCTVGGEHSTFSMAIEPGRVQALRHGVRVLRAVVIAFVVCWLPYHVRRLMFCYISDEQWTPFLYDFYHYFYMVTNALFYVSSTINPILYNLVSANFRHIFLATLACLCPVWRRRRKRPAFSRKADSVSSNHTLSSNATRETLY
# MgcRacGAP inhibition – MgcRacGAP GTPase-activating activity inhibitors, confirmation, biochemical, ADP Hunter fluorescence | Rac GTPase-activating protein 1 (Homo sapiens) | 0.6% of 340,000 active | MgcRacGAP-stimulated Rac1 GTP hydrolysis, ADP Hunter fluorescence; higher % means a stronger effect; GST-tagged Rac1 F28L mutant substrate | inhibition, % at 30 µM; hits with a dose series show IC50 in µM;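 active means first-screen hits whose inhibition reached a set limit at any dose in the follow-up dose series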;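 further: fluorescence reports GDP produced by GAP-driven GTP hydrolysis; strong numbers were not always called active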
# Large T inhibition – SV40 large T antigen inhibitors, biochemical (AID 1903); SV40 large T antigen ATPase/helicase inhibition assay; higher % means a stronger effect; 0.39% of 310,000 active; inhibition, % at 20 µM; hits with a dose series show IC50 in µM; in the data active means a potency from the dose series; further: strong numbers were not always called active
# GPR55 antagonists – GPR55 antagonists blocking LPI-driven arrestin recruitment, primary screen, imaging, U2OS, beta-arrestin-GFP, LPI agonist (AID 2013) | G-protein coupled receptor 55 (Homo sapiens) | one-dose inhibition, % at 10 µM; IC50 in µM for titrated hits | U2OS GPR55 beta-arrestin-GFP translocation imaging, LPI antagonism; higher % means a stronger effect | 0.13% of 290,000 active;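 active means spots per cell inhibited over 60%, with over 100 cells counted and total cytoplasm intensity under 500,000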;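 further: U2OS cells stably carrying GPR55 and arrestin-GFP stimulated by 5 µM LPI near EC80; imaged beta-arrestin-GFP aggregate spots per cell after agonist stimulation; plate controls were LPI-stimulated DMSO wells for no effect and DMSO wells without LPI for full effect; some results filed as inactive read as strong as hits; confirmed hits need IC50 under 10 µM and bright autofluorescent wells are also inconclusive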
# GPR35 arrestin U2OS – GPR35 antagonists blocking zaprinast-driven arrestin recruitment, primary screen, imaging, U2OS, beta-arrestin-GFP, zaprinast agonist (AID 2058). inhibition, % at 10 µM, or IC50 in µM where a hit was titrated. U2OS GPR35 beta-arrestin-GFP translocation imaging, zaprinast antagonism; higher % means a stronger effect. 0.052% of 290,000 active. G-protein coupled receptor 35 (Homo sapiens);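 active means inhibition of at least 50% with at least 30 cells and total cytoplasm GFP at most 10,000,000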
# Hep lipid drop cells 6.5 µM – further read-out of Hep lipid drop, marked with its call; cell count; measured here: cell count, cytotoxicity flag;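 cells counted across two imaged fields per well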
# T cell HTS vesicle-bound % – recorded beside T cell HTS, whose call it bears; double positive events, %; measured here: CD8+ vesicle-bound cell fraction;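 binding gate set so that unloaded-vesicle control wells show 10% double positive cells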
# NTR1 agonist cell count 20 µM – recorded beside NTR1 agonist, whose call it bears; cell count; measured here: cell count, cytotoxicity flag
# Active calls of the source: *; i = inactive; nt = no result given.
SMILES,GPR55 activation,LYP phosphatase,Hep lipid drop,Hep lipid drop cells 6.5 µM,T cell HTS,T cell HTS vesicle-bound %,NTR1 agonist,NTR1 agonist cell count 20 µM,MgcRacGAP inhibition,Large T inhibition,GPR55 antagonists,GPR35 arrestin U2OS
CCC1SC2=NC(C)=C(C(=O)OCCOC)C(c3ccc(C(=O)OC)cc3)N2C1=O (stereo not given),-0.2%,2%,nt,nt,i,51,0.4,60,4%,28%,4%,8%
NC(=O)CC(NC(=O)c1ccccc1)c1ccc(N2CCN(c3ccccn3)CC2)c([N+](=O)[O-])c1 (stereo not given),-0.2%,-14%,-2,757,i,18,-6.4,98,7%,8%,-6%,-1%
COc1ccc(OC)c(/C=C(\C)C(=O)c2c(C)cc(C)[nH]c2=O)c1,nt,nt,nt,nt,i,34,3.7,43,2%,8%,nt,nt
CCOC(=O)c1ccc2c(c1)[nH]c(=S)n2CC,-0.1%,-3%,10,653,i,40,-1.1,73,14%,nt,3%,3%
O=C1Nc2ccccc2/C1=C/c1ccc([N+](=O)[O-])cc1,0.4%,-3%,nt,nt,i,18,10,99,5%,13%,11%,3%
COc1ccc(OCCNC(=O)c2ccccc2Cl)cc1,0.0%,-9%,-6,643,i,39,1.0,69,7%,-4%,-4%,-9%
C=CCn1c(NCc2ccccc2OC)nc2ccccc21,-0.1%,-10%,-10,857,i,65,-0.3,64,-9%,15%,-1%,-7%
O=C(N/C(=C\c1cccnc1)C(=O)N1CCC(O)CC1)c1ccccc1,-0.2%,-6%,14,768,i,39,-3.3,57,11%,7%,-4%,6%
CCc1ccc(/C=N/n2c(C3CCCCC3)n[nH]c2=S)cc1,0.2%,6%,2,811,i,23,31,87,11%,2%,2%,13%
O=C1c2ccccc2NC(c2ccccc2O)N1c1ccc(F)cc1 (stereo not given),-0.1%,-3%,nt,nt,i,11,1.2,88,6%,10%,4%,5%
O=C1OCC/C1=C\c1ccc2c(c1)OCO2,0.9%,-3%,8,843,i,13,0.5,64,7%,0%,0%,12%
O=C(COC(=O)c1ccccc1Nc1cccc(C(F)(F)F)c1)NCc1ccco1,0.2%,3%,nt,nt,i,36,-2.3,114,16%,2%,-4%,-2%
O=C(Nc1ncc2c(n1)-c1ccccc1CC2)c1cccs1,-0.3%,1%,nt,nt,i,50,1.8,42,0%,6%,7%,-4%
O=C(CC(c1ccccc1)c1cc(Cl)ccc1O)N1CCOCC1 (stereo not given),0.2%,-5%,-5,655,i,28,-1.6,80,8%,8%,-6%,-13%
COc1ccc(N2CCN(C(=O)CCn3nnc4ccccc43)CC2)cc1,-0.2%,-11%,nt,nt,i,49,-3.8,89,9%,15%,-8%,3%
COc1ccccc1C(=O)Nc1ccon1,0.3%,6%,5,783,i,43,-0.9,51,20%,3%,4%,10%
CCOC(=O)c1[nH]c(C)c(C(=O)N2CCN(C(=O)OCC)CC2)c1CC,0.5%,-9%,14,708,i,38,0.0,64,-4%,4%,-4%,2%
COc1cccc(COC(=O)CCNC(=O)c2ccc(Cl)cc2)c1OC,nt,nt,nt,nt,i,54,-0.6,49,6%,1%,nt,nt
CCCN1CCC(=NNc2ccc(S(=O)(=O)N3CCOCC3)cc2[N+](=O)[O-])CC1,-0.2%,1%,-126,395,i,8,6.9,51,-8%,11%,-10%,8%
Cc1ccc(N2C(=O)N(CC(=O)NC(c3ccccc3)c3ccccc3)C(=O)C2C)cc1 (stereo not given),-0.1%,-1%,-1,675,i,43,-0.5,43,9%,5%,-1%,11%
Cc1nc2ccc(Br)cn2c1C(=O)N/N=C\c1ccccc1Cl,-0.2%,-3%,28,787,i,8,1.8,62,6%,11%,0%,7%
Cc1cc(NCc2ccccn2)n2ncc(-c3ccc(Cl)cc3)c2n1,0.7%,2%,nt,nt,i,13,8.6,43,nt,3%,11%,9%
CC1(C)CC2CC(C)(CN2C(=O)CN2C(=O)c3ccccc3C2=O)C1 (stereo not given),0.0%,0%,1,748,i,60,-1.0,87,4%,6%,16%,11%
COc1ccc(N(CCC#N)C(=O)/C(C#N)=C/c2cccs2)cc1,-0.3%,1%,-9,725,i,50,0.7,29,7%,-1%,-3%,-9%
O=C(N/N=C/c1cccc(OC(=O)c2ccc3c(c2)OCO3)c1)c1cncc(Br)c1,-0.3%,7%,-20,629,i,16,14,62,6%,13%,-13%,-6%
COc1ccccc1C1C(C(=O)NCc2ccccc2)=C(C)Nc2ncnn21 (stereo not given),-0.1%,2%,-2,731,i,22,-0.1,74,10%,-6%,-4%,9%
c1ccc(-c2ccc(-c3nccc4ccccc34)[nH]2)cc1,-0.1%,-4%,-11,802,nt,nt,nt,nt,nt,nt,36%,17%
CCn1c(-c2c[nH]c3ccccc23)n[nH]c1=S,-0.1%,2%,-3,739,i,47,-0.2,54,23%,-11%,-6%,9%
CCN1CCN(C(=O)c2cccc(OC3CCN(S(C)(=O)=O)CC3)c2)[C@@H](C)C1=O,-0.1%,-10%,-4,634,i,12,1.6,67,3%,8%,12%,-6%
Cc1c(C#N)c2ccccc2n1CCOc1ccccc1F,-0.3%,-9%,nt,nt,i,8,1.6,56,4%,11%,8%,-7%
CCOc1cc2c(cc1/C=C/c1noc(C)c1[N+](=O)[O-])OC(C)C2 (stereo not given),19%,-3%,-6,809,i,22,5.2,49,7%,3%,0%,13%
COc1cccc2c1O/C(=N\O)C(C(=O)Nc1ccc(C)cc1)C2 (stereo not given),-0.1%,-3%,nt,nt,i,40,0.9,43,8%,8%,-13%,-16%
CCOC(=O)N1CCN(C(=O)CCCn2nnnc2CN2CCC(C)CC2)CC1,-0.1%,-12%,-6,768,i,16,-0.2,63,-4%,nt,4%,0%
CNS(=O)(=O)c1ccc(C)c(S(=O)(=O)NC)c1,-0.2%,-3%,-1,680,i,43,-0.1,49,0%,-1%,8%,2%
Cc1c(C(=O)N2CCC(C)CC2)oc2ccc(S(=O)(=O)N3CCC4(CC3)OCCO4)cc12,0.0%,-3%,-4,777,i,38,1.2,48,1%,6%,-11%,-6%
COc1ccccc1NCC(O)Cn1c2ccccc2c2ccccc21 (stereo not given),0.0%,5%,0,787,i,26,31,86,-1%,9%,-17%,14%
COC(=O)c1cccc(NC(=O)Cc2coc3cc(OC)ccc23)c1,0.2%,-6%,-10,755,i,47,0.6,38,12%,4%,4%,-5%
O=[N+]([O-])c1ccccc1S(=O)(=O)N1CCN(CC2CC=CCC2)CC1 (stereo not given),-0.1%,-6%,10,701,i,44,-0.7,97,19%,6%,3%,10%
CC(C)C(CCN1C(=O)c2ccccc2C1=O)c1ccco1 (stereo not given),-0.1%,-4%,15,820,i,34,1.4,74,5%,16%,21%,10%
COc1ccc(/C=C/c2onc(C)c2S(=O)(=O)N2CCC(C(=O)N3CCC(C)CC3)CC2)cc1,0.7%,-6%,-68,776,i,20,1.6,49,-28%,nt,-7%,-2%
Cc1ccc(C)c(Cn2c(C)nc3c(sc(=S)n3-c3ccccc3)c2=O)c1,-0.3%,-5%,-51,761,i,49,11,55,-4%,9%,5%,12%
CCOc1ccccc1/C=N/n1nnnc1N,-0.1%,-9%,10,853,i,55,1.0,64,0%,5%,-4%,-1%
CCOC(=O)C(C)(C)N(Cc1cccc(C)c1)S(=O)(=O)c1cccc([N+](=O)[O-])c1,-0.2%,-4%,-54,582,i,54,1.4,44,5%,18%,9%,3%
CC(=O)c1ccc(OCC(C)C)c(CN2CCCCC2)c1,-0.2%,-6%,nt,nt,i,22,-0.3,69,-9%,2%,30%,4%
CC(C)C[C@H](NC(=O)N1CC(=O)Nc2ccccc21)C(=O)N[C@@H](Cc1c[nH]c2ccccc12)C(=O)O,-0.1%,-10%,nt,nt,i,24,-0.5,104,5%,nt,1%,-10%
Cc1c(C(=O)O)c(C(=O)O)nc2ccc(N3CCOCC3)cc12,-0.5%,4%,-20,644,i,51,-1.1,34,nt,6%,12%,2%
COC(=O)c1cc(CNC(=O)C(C)NS(=O)(=O)c2ccc(C)c(C)c2)ccc1OC (stereo not given),0.0%,-5%,22,825,i,35,3.0,83,6%,5%,0%,-4%
CC(=O)Nc1ccc(C(=O)Nc2ccc(S(=O)(=O)NCC3CCCO3)cc2)cc1 (stereo not given),1.2%,-12%,nt,nt,i,37,-0.8,72,3%,13%,2%,-8%
CCc1ccc(N=C2NC(=O)/C(=C/c3cc(OC)c(O)c(OC)c3)S2)cc1,-0.1%,-3%,-9,841,i,44,24,68,15%,17%,-5%,-9%
O=C(N[C@@H](Cc1ccc(O)cc1)C(=O)O)c1cccnc1,0.5%,-5%,-7,715,nt,nt,0.2,69,7%,8%,7%,-18%
C/C(=N\O)C(C)(C)Nc1ccc(Br)cc1,0.3%,-3%,8,720,i,30,-0.1,47,12%,5%,8%,16%
Cc1cc(C(=O)CSc2nn3c(=O)c(C(C)(C)C)nnc3s2)c(C)n1C,-0.4%,-4%,-13,671,i,21,1.2,57,0%,3%,10%,5%
O=C1/C(=C/c2ccccc2)SC(=S)N1CCCC(=O)N1CCCCC1CCO (stereo not given),0.3%,-2%,8,687,i,7,4.9,69,8%,12%,5%,1%

# Single records, from the list above.
# Shown for O=C1c2ccccc2NC(c2ccccc2O)N1c1ccc(F)cc1 (stereo not given) : GPR55 activation: -0.1%; LYP phosphatase: -3%; Hep lipid drop: nt; Hep lipid drop cells 6.5 µM: nt; T cell HTS: i; T cell HTS vesicle-bound %: 11; NTR1 agonist: 1.2; NTR1 agonist cell count 20 µM: 88; MgcRacGAP inhibition: 6%; Large T inhibition: 10%; GPR55 antagonists: 4%; GPR35 arrestin U2OS: 5%
# Shown for CC(=O)c1ccc(OCC(C)C)c(CN2CCCCC2)c1 : GPR55 activation: -0.2%; LYP phosphatase: -6%; Hep lipid drop: nt; Hep lipid drop cells 6.5 µM: nt; T cell HTS: i; T cell HTS vesicle-bound %: 22; NTR1 agonist: -0.3; NTR1 agonist cell count 20 µM: 69; MgcRacGAP inhibition: -9%; Large T inhibition: 2%; GPR55 antagonists: 30%; GPR35 arrestin U2OS: 4%

# Screening data as filed in PubChem BioAssay.
